Screens from PubChem BioAssay.
Nrf2 block: blocks Nrf2 signaling. A549 ARE-Fluc reporter, luciferase luminescence, 18-24 h. Potency, µM (titrated, usually from 46 µM), for inactives: at the top dose activity change, negative = inhibition, usual class: inhibitors. 360,000 compounds, 2.1% hits. AID 504444; also: potency is read from the fitted curve at half-maximal effect; % is scaled to controls: 0 for no effect and ±100 for the full control effect; nearly all actives have a fitted effect of over 60% in size
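Quantitative HTS in A549 cells stably bearing an antioxidant response element-firefly luciferase construct. Inhibition of Nrf2-driven transcription was scored by luminescence after 18-24 h of compound exposure at 37 °C.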
A549 tox: A549 cytotoxicity, counter-screen for Nrf2 inhibitors; A549 ARE-Fluc cells, CellTiter-Fluor viability, 18-24 h; Potency, µM (top dose mostly 46 µM), for the others: top-dose activity change, negative = cytotoxicity, most hits filed as inhibitors; 390,000 compounds, 0.16% hits; also: potency is read from the fitted curve at half-maximal effect; % is scaled to controls: 0 for no effect and ±100 for the full control effect
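A549 ARE_Fluc cells in 5% FBS OPTI-MEM were exposed to compounds in concentration-response for 18-24 h at 37 deg C. Viability was read by CellTiter-Fluor fluorescence (Ex 405/Em 525) after 30 min, before the luciferase read.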
ATXN viability: viability counter-screen for ATXN expression inhibitors | 400,000 compounds, 0.49% hits | S2 cells (HEK-293 line with an ATXN2-luciferase reporter) viability, CellTiter-Fluor protease fluorescence, 24 h | Potency, µM (doses to about 56.7 µM), hits mostly cytotoxic; also: potency is read from the fitted curve at half-maximal effect; nearly all actives have a fitted effect of over 40% in size
MCF10A rerep: DNA re-replication induction in MCF 10a cells. AID 624296. Potency, µM (titrated, usually from 46.1 µM), for the others: at the top dose activity, positive = re-replication, most hits filed as activators. 350,000 compounds, 2.9% hits. MCF 10A DNA re-replication, Hoechst nuclear intensity, 48 h; also: potency is read from the fitted curve at half-maximal effect; % of control where 0% means no effect; nearly all actives have a fitted effect of over 50% in size
Nrf2 ARE act: activates Nrf2 signaling; AREc32 ARE-luciferase reporter (MCF7-derived line), luminescence, 24 h; Potency, µM (series often up to 46.1 µM), for inactives: top-dose activation, usual class: activators; 410,000 compounds, 0.31% hits; AID 624171; also: potency is read from the fitted curve at half-maximal effect; % of control where 0% means no effect; nearly all actives have a fitted effect of over 65% in size
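Quantitative high-throughput format: AREc32 reporter cells, 1000 per well, received compound by pin transfer and were incubated 24 hr at 37 deg C, 5% CO2, before Steady-Glo luminescence detection.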
IL1B secr inh: inhibitors of inflammasome signaling (IL-1 beta secretion); THP-1 LPS/ATP IL-1B secretion, AlphaLISA, 16 h; stronger effect = lower value; activity change, % at 57.5 µM; 360,000 compounds, 4.7% hits; in the data active = activity change below about -50%; inconclusive = mostly about -30% to -49%; also: % is scaled to controls: 0 for no effect and ±100 for the full control effect
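THP-1 cells pretreated 1 hr with compounds (up to 57.5 uM final), then stimulated with LPS (250 ng/mL final) plus ATP (1.25 mM final); secreted IL-1B measured by AlphaLISA after 16 hr, decreased signal indicating inhibition.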
HepG2 viability: kills HepG2 cells in TGF-b inhibitor counter-screen; HepG2 CAGA-GFP viability, ATP luminescence, 18 h; Potency, µM (doses to about 46.1 µM), inactives show at the top dose activity change, negative = cytotoxicity, usual class: cytotoxic; 410,000 compounds, 0.76% hits; AID 588856; also: potency is read from the fitted curve at half-maximal effect; some results filed as inactive show a strong effect at the top dose
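CellTiter-Glo luminescence gave cytotoxicity after 18 hours at 37 degrees C. The cells were HepG2 CAGA-GFP in 1% FBS DMEM, stimulated with 500 pg/mL TGF-beta after compound addition. %Activity was normalised to no-cell wells (complete cell-killing) and DMSO (no toxicity), and curves were fitted and classified.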
TGFb SMAD3 inh: inhibitors of TGF-b signaling. 410,000 compounds, 1.2% hits. Potency, µM (series often up to 46.1 µM), for inactives: top-dose activity, negative = inhibition, actives largely listed as inhibitors. HepG2 CAGA-GFP TGF-b/SMAD3 reporter, GFP fluorescence, 18 h; TGF-beta stimulated, 500 pg/mL final; also: potency is read from the fitted curve at half-maximal effect; % is scaled to controls: 0 for no effect and ±100 for the full control effect; nearly all actives have a fitted effect of over 65% in size
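HEPG2 CAGA-GFP, 1000 cells/well; 2 h settle, 37 C; cpd via pin tool; TGF-b 500 pg/mL final; 18 h, 37 C; GFP imaging ex488/em500-530; %Activity normalised to -TGF-b and +DMSO controls; CRC fit, curve class.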
ATXN2 expr inh: reduces ATXN2 reporter expression in HEK-293 cells. AID 1745845. Potency, µM (series often up to 57 µM), for the others: at the highest dose activity change, negative = inhibition, usual class: inhibitors. HEK-293 ATXN2-luciferase reporter, luminescence, 24 h. 360,000 compounds, 0.72% hits; also: potency is read from the fitted curve at half-maximal effect; % is scaled to controls: 0 for no effect and ±100 for the full control effect; nearly all actives have a fitted effect of over 55% in size
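ATXN2-luciferase reporter cells (luciferase flanked by upstream and downstream ATXN2 gene portions) were treated 24 h at 37 °C with compounds at up to 57 uM. SteadyGlo luminescence gave expression; GF-AFC fluorescence gave viability.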
Starred values were filed as active, the others as inactive; i = inactive; ? = inconclusive; / = not tested or not shown; [ ] = another dose, or the depositor's remark. Unless noted, calls follow the shape of the dose curve; as a rule, active = well fitted curve in the direction sought with a large enough effect; inconclusive = small, poorly fitted or top-dose-only effect, or another doubt; inactive = no such curve, though single readings can be large; an effect the other way counts as inactive or inconclusive.

Values run as follows: Nrf2 block, IL1B secr inh, ATXN2 expr inh, ATXN viability, MCF10A rerep, A549 tox, Nrf2 ARE act, HepG2 viability, TGFb SMAD3 inh
1. CCOC(=O)NNc1ccccc1
  -4%, 8, -37%, i, 14%, 3%, -0.8%, 1%, 2%
2. CC1(C(=O)NC2CCCC2)CCC(=O)N1Cc1cccs1 (stereo unspecified)
  5%, -1, 5%, i, -2%, -1%, -0.4%, 6%, 1%
3. Oc1ccc(-c2cnc3c(Nc4cccc(OC(F)(F)C(F)F)c4)nccn23)cc1
  /, 19, -29%, i, /, /, 0.8%, -15%, -18%
4. Cc1cc(C)c(S(=O)(=O)c2ccccc2)c(=O)[nH]1
  1%, 25, 3%, i, 0%, 2%, 2.6%, -2%, 0%
5. CC(C(=O)Nc1ccc(S(N)(=O)=O)cc1)N1CCc2ccccc21 (stereo unspecified)
  -28%, 0, -7%, i, -15%, 0%, 0.2%, -16%, 5%
6. O=c1oc(-c2cccc(Cl)c2)nc2c1cnn2-c1ccccc1
  -4%, 17, -15%, i, 10%, -1%, -1.5%, -8%, ?
7. COc1ccc(-c2csc(N3CCN(C(=O)c4ccccc4)CC3)n2)cc1
  13µM*, -19, -21%, i, ?, -25%, 0.0%, -26%, -13%
8. O=C(Nc1cccc(C(F)(F)F)c1)c1cnccn1
  -17%, -3, -17%, i, 3%, -6%, 2.7%, 3%, -11%
9. C#CCOc1ccc(/C=C2/C(=O)ON=C2C)cc1Cl
  3%, -14, -1%, i, ?, 0%, 0.2%, 5%, 8%
10. O=C(NCc1ccccn1)C1CCCN(S(=O)(=O)c2cc(Cl)ccc2Cl)C1 (stereo unspecified)
  1%, -104*, 10%, i, 0.73µM*, ?, ?, -59%, ?
11. O=C(O)c1cccc2cccc(-c3c4ccc(=O)c(O)c-4oc4c(O)c(O)ccc34)c12
  ?, -17, -4%, i, -3%, ?, -0.2%, -22%, 0%
12. Cc1c(C(=O)N(CCO)Cc2ccccc2)oc2c(F)cccc12
  ?, 15, 48%[activator], i, 0.73µM*, -4%, 5.5%, -8%, 1%
13. CCOc1ccc(C(=O)Nc2ccccc2-c2ccccc2)cc1Cl
  /, -16, -7%, i, 25%, 2%, 0.5%, 1%, 0%
14. O=C1C=C(c2cccs2)CC(c2cccs2)C1n1cnc([N+](=O)[O-])c1 (stereo unspecified)
  /, -3, -3%, i, 2%, 0%, -0.4%, -4%, -18%
15. Oc1ccc(C=NNC(=S)Nc2ccc(F)cc2)c(O)c1
  18%, 145, ?, i, ?, -27%, 1.9%, -12%, -4%
16. CCc1nc2c(OCc3cccc(Cl)c3)cccn2c1N(C)C(=O)c1ccncc1
  /, 12, -10%, i, /, /, 0.4%, -12%, -44%
17. COc1ccc(N=C2CCCN2CC(N)=O)cc1
  17%, 12, 3%, i, -14%, -5%, -0.9%, 5%, 5%
18. CC(=O)c1c(C)cc(C)c(CSc2nc(C)cc(=O)[nH]2)c1C
  -27%, -8, 1%, i, 18%, -6%, 0.1%, 7%, 19%
19. CCN1C(=O)[C@@H]2[C@@H](c3ccc(-c4ccc(F)cc4)cc3)N3CCCC[C@@]3(C(=O)OC)[C@@H]2C1=O
  ?, 11, -12%, i, ?, -1%, 0.4%, -17%, -14%
20. O=C(NCC1CCCO1)/C(=C\c1cccs1)NC(=O)c1ccccc1 (stereo unspecified)
  8%, -6, -14%, i, -44%[inhibitor], -2%, 0.2%, -16%, -24%
21. Cc1ccc2cc(S(=O)(=O)NCCC(=O)O)ccc2c1
  ?, -5, -1%, i, -4%, 5%, -0.6%, 1%, -2%
22. CN(C)c1ncc(S(=O)(=O)c2ccccc2)c(-c2ccccc2Cl)n1
  25%, 8, 1%, i, -2%, ?, -0.1%, -2%, 36%[activator]
23. O=S(=O)(Nc1nc2ccccc2s1)c1ccc(Br)s1
  ?, 51, -14%, i, 4%, -10%, -0.6%, -33%, ?
24. NNC(=O)c1ccc2nc(-c3ccc(Br)cc3)cn2c1
  ?, -26, -7%, ?, 8%, -7%, 4.4%, -42%, 7%
25. COc1ccc([C@H]2CC(=O)C=C(c3ccc(Oc4ccccc4)cc3)C2)cc1OC
  ?, -3, -19%, i, -6%, -7%, 3.6%, -25%, 7.9µM*
26. COc1ccc(C(=O)CSc2nccn2C)cc1
  ?, -17, 9%, i, -2%, 5%, 2.7%, -11%, -7%
27. COc1cc2nc(NC(=O)c3ccc(F)cc3Cl)sc(=O)c2cc1OC
  6.5µM*, ?, 1%, i, 28%, 2%, 0.3%, -29%, -11%
28. COC(=O)CCN1CCc2cc(N=Nc3ccc([N+](=O)[O-])cc3)ccc21
  ?, -10, 46%[activator], i, -4%, -7%, 0.3%, 0%, -7%
29. Cc1c(C(=O)NCCc2ccccc2)oc2ccccc12
  ?, -6, 40%[activator], i, 5%, 0%, -0.1%, -8%, 11%
30. CN(c1ccc(C(=O)NCCSCc2ccco2)cc1)S(C)(=O)=O
  /, 0, 31%[activator], ?, 2%, 0%, 9.7%, -3%, 9%

Among those listed so far, 2 contain an aryl thioether with sulfur outside any ring.
Values run as follows: Nrf2 block, IL1B secr inh, ATXN2 expr inh, ATXN viability, MCF10A rerep, A549 tox, Nrf2 ARE act, HepG2 viability, TGFb SMAD3 inh
18. CC(=O)c1c(C)cc(C)c(CSc2nc(C)cc(=O)[nH]2)c1C
  -27%, -8, 1%, i, 18%, -6%, 0.1%, 7%, 19%
26. COc1ccc(C(=O)CSc2nccn2C)cc1
  ?, -17, 9%, i, -2%, 5%, 2.7%, -11%, -7%

The list goes on:
Values run as follows: Nrf2 block, IL1B secr inh, ATXN2 expr inh, ATXN viability, MCF10A rerep, A549 tox, Nrf2 ARE act, HepG2 viability, TGFb SMAD3 inh
31. CCOC(=O)N1CCN(Cc2nc(CC3CC3)no2)CC1
  ?, -3, 2%, i, 5%, -12%, 0.3%, -13%, -19%
32. COc1ccc(NC(=O)CSc2nncn3c2cc2oc(C)cc23)cc1OC
  25%, /, /, /, /, -4%, 0.6%, -9%, ?
33. O=C1CN(C(=O)CCCc2c[nH]c3ccccc23)c2ccccc2N1
  1%, 4, 8%, i, 16µM*, -7%, 0.2%, -11%, -1%
34. Cc1cc(C)cc(OCC(=O)OCC(=O)NC2CCCC2)c1
  1%, 21, /, i, -2%, -2%, -0.4%, 87%, 64%[activator]
35. CC(=O)c1ccc(NC(=O)C2CCCN(S(=O)(=O)c3ccc4c(c3)CCCN4C(C)=O)C2)cc1 (stereo unspecified)
  /, /, 0%, i, /, -7%, 6.2%, -14%, ?
36. COCCN(CCOC)Cc1cc(=O)oc2cc(C)ccc12
  /, 24, 13%, i, /, /, -0.4%, -6%, 3%
37. COc1ccc(Nc2ncc(C(=O)N3CCN(Cc4ccccc4)CC3)c3ccccc23)cc1
  ?, -97*, ?, ?, ?, ?, -2.5%, 1%, ?
38. COC(=O)CN(n1cnnc1)S(=O)(=O)c1ccc(C)cc1
  /, 13, -3%, i, 1%, -4%, -1.8%, -22%, -7%
39. CC1=C(C)CC(C(=O)N2CCN(Cc3ccccc3)CC2)C(C(=O)O)C1 (stereo unspecified)
  -4%, 3, -9%, i, -1%, -9%, -0.1%, -12%, 4%
40. CCCN1CCN(c2ncnc3sc(C(=O)Nc4c(C)cc(C)cc4C)c(C)c23)CC1
  /, /, 5%, i, /, 0%, 0.2%, -13%, ?
41. COc1cccc(NC(=O)C(=O)NCCCn2ccnc2)c1
  -3%, -1, 14%, i, -2%, 5%, 0.8%, 1%, 11%
42. O=C(O)c1ccc2c(=O)n(Cc3ccccc3)c(SCc3ccc([N+](=O)[O-])cc3)nc2c1
  -9%, 0, 7%, i, 7%, -7%, 0.0%, -11%, -7%
43. O=C(c1cc(-n2cnnc2)ccc1Cl)N1CCN(c2nc(-c3ccccc3)cs2)CC1
  /, -90*, ?, i, -3%, ?, 2.7%, -5%, 11µM*

Filtered by structure: the entries above with a Cl atom.
Values run as follows: Nrf2 block, IL1B secr inh, ATXN2 expr inh, ATXN viability, MCF10A rerep, A549 tox, Nrf2 ARE act, HepG2 viability, TGFb SMAD3 inh
6. O=c1oc(-c2cccc(Cl)c2)nc2c1cnn2-c1ccccc1
  -4%, 17, -15%, i, 10%, -1%, -1.5%, -8%, ?
9. C#CCOc1ccc(/C=C2/C(=O)ON=C2C)cc1Cl
  3%, -14, -1%, i, ?, 0%, 0.2%, 5%, 8%
10. O=C(NCc1ccccn1)C1CCCN(S(=O)(=O)c2cc(Cl)ccc2Cl)C1 (stereo unspecified)
  1%, -104*, 10%, i, 0.73µM*, ?, ?, -59%, ?
13. CCOc1ccc(C(=O)Nc2ccccc2-c2ccccc2)cc1Cl
  /, -16, -7%, i, 25%, 2%, 0.5%, 1%, 0%
16. CCc1nc2c(OCc3cccc(Cl)c3)cccn2c1N(C)C(=O)c1ccncc1
  /, 12, -10%, i, /, /, 0.4%, -12%, -44%
22. CN(C)c1ncc(S(=O)(=O)c2ccccc2)c(-c2ccccc2Cl)n1
  25%, 8, 1%, i, -2%, ?, -0.1%, -2%, 36%[activator]
27. COc1cc2nc(NC(=O)c3ccc(F)cc3Cl)sc(=O)c2cc1OC
  6.5µM*, ?, 1%, i, 28%, 2%, 0.3%, -29%, -11%
43. O=C(c1cc(-n2cnnc2)ccc1Cl)N1CCN(c2nc(-c3ccccc3)cs2)CC1
  /, -90*, ?, i, -3%, ?, 2.7%, -5%, 11µM*
